NR1D1 modulator – modulates human Rev-erb alpha binding to DNA. P20393. Rev-erbα–FITC-DNA binding, fluorescence polarization, 90 min. activity, % at 10 µM. 370,000 tested, 0.79% active;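 active means activity above about 14%, limit read from the data; passing the limit was not always enough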;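 further: 0% = DMSO wells with 35 nM protein and 100% = DMSO wells with 750 nM protein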
ABHD4 inh – inhibits mouse alpha/beta hydrolase domain 4; purified mABHD4, FP-Rh probe fluorescence polarization; inhibition, % at 8.92 µM; Q8VD66; 370,000 tested, 0.54% active;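 active means inhibition exceeding the mean over every tested compound plus 3 SD, cut at about 30% in these data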;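 further: 0% = plate median of compound wells and 100% = S159A mutant with DMSO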
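Assay system: mABHD4 protein; medium: HEPES pH 7.0, NaCl, Pluronic buffer; dosing: 8.92 µM, single dose; schedule: 45 min + 60 min at 25 °C; signal: FP readout, ex 525 nm / em 598 nm; read-out: normalized percent inhibition of probe labeling; repeats: single replicate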
UHRF1 binding – UHRF1 methyl-DNA binding inhibition | AID 687016 | 370,000 tested, 0.75% active | inhibition, % at 4.4 µM | UHRF1 binding to methylated oligo, TR-FRET | Q96T88; in the data active means inhibition above about 21%;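 further: UHRF1 SRA domain binding a hemimethylated CpG hairpin DNA probe; 0% = median of test compound wells and 100% = reference inhibitor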
Target sequence (Q96T88 whole entry, looked up, the tested form may be a part): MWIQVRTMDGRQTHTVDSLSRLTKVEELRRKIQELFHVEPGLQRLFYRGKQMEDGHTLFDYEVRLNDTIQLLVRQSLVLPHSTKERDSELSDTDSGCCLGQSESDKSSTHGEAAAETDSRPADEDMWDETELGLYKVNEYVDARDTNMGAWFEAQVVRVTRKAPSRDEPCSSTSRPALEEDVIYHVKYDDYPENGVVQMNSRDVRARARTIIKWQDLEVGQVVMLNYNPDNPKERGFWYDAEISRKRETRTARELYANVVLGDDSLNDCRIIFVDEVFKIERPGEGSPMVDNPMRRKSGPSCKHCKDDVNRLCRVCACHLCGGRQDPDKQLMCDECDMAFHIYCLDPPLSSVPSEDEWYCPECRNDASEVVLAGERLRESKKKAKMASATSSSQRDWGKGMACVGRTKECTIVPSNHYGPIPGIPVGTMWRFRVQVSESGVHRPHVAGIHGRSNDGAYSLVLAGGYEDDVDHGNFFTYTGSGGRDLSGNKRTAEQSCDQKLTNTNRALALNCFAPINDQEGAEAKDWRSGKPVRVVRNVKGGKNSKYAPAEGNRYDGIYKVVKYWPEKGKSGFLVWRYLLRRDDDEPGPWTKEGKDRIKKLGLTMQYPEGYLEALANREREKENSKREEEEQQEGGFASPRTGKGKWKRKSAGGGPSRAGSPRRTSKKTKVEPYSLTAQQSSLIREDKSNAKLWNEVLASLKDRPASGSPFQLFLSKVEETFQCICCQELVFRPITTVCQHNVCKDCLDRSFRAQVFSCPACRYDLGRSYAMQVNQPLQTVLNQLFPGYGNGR
HTRA1 inhibitor – blocks human HTRA1 serine peptidase; 340,000 tested, 0.5% active; inhibition, % at 5.96 µM; Q92743; AID 504803; recombinant HTRA1, FP-rhodamine activity-based probe, fluorescence polarization; in the data active means inhibition above about 36%;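 further: 0% = enzyme with DMSO and 100% = wells lacking enzyme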
TCR-CD3 inh – human TCR-CD3 binding inhibition | 360,000 tested, 0.37% active | inhibition, % at 9.4 µM | TAMRA-labeled TCR probe fluorescence, biochemical; in the data active means inhibition above about 19%;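 further: recombinant mutant TCR 2C K166C tagged with TAMRA read by polarization; 0% = receptor in buffer alone and 100% = receptor with positive control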
MBD2 inh – inhibitors of human MBD2 binding to methylated oligonucleotide; Q9UBB5; TR-FRET; inhibition, % at 4.4 µM; 370,000 tested, 0.31% active; AID 686964; in the data active means inhibition above about 13%
PRMT1 FP inh – PRMT1 (human) inhibition, primary screen; Q99873; recombinant PRMT1, activity-based probe fluorescence polarization; inhibition, % at 2.79 µM; 370,000 tested, 1.3% active; AID 652257;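 active means inhibition above about 21% made by adding two undisclosed values, limit read from the data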
LEDGF integ inh – blocks HIV-1 LEDGF/p75-dependent DNA integration; TR-FRET IN-LEDGF/p75 DNA integration, Eu/Cy5; inhibition, % at 3.7 µM; 370,000 tested, 0.64% active; AID 743269;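 active means inhibition above the screen-wide mean plus 3 SD, cut at about 13% in these data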;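 further: signal is the Cy5 over europium emission ratio at 671 and 618 nm; 0% = plate median of compound wells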
rCAG binder – binds r(CAG) RNA repeats | inhibition, % at 3 µM | r(CAG) RNA repeat, TO-PRO-1 dye displacement fluorescence | 370,000 tested, 1.3% active;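 active means inhibition above the plate cutoff, the mean of all test compounds on that plate plus 3 SD, cut at about 35% in these data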;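 further: 0% = DMSO alone and 100% = 100 µM mitoxantrone as full dye displacement; higher means more dye released from RNA so lower well fluorescence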
PG9 Ab binder – binds the HIV-1 gp120 antibody PG9. TR-FRET gp120-PG9 antibody binding. inhibition, % at 6.7 µM. 360,000 tested, 0.43% active; in the data active means inhibition above about 8.5%
Numbers without * were called inactive; . = no result given.

SMILES	NR1D1 modulator	ABHD4 inh	UHRF1 binding	HTRA1 inhibitor	TCR-CD3 inh	MBD2 inh	PRMT1 FP inh	LEDGF integ inh	rCAG binder	PG9 Ab binder
O=C(CCNC(=O)c1ccc([N+](=O)[O-])cc1)Oc1ccc(F)c(F)c1	3	1	0	13	5	1	-2	-1	4	-0.1
CC(C)c1[nH]nc2c1C(Cc1ccccc1)C(C#N)=C(N)O2 (configuration not stated)	3	0	-3	-14	9	4	1	1	1	0.0
O=C(/C=C/[C@H]1O[C@@H](n2ccc(=O)[nH]c2=O)[C@H](O)[C@@H]1O)NC(c1ccccc1)c1ccccc1	0	-4	-3	.	1	-3	-2	-1	3	0.7
c1ccc2c(c1)CN1C(=N2)COc2ccccc2C1c1nc2ccccc2[nH]1 (configuration not stated)	-2	0	-1	.	1	0	-2	0	10	-1.4
C=CCN(C(=O)OC(C)(C)C)S(=O)(=O)NCc1ccccc1	-3	3	1	-2	4	-1	0	2	-2	-1.8
O=C(CCn1c(=O)oc2ccccc21)Nc1cccc(Cl)c1	4	7	-2	-6	5	-3	-2	4	0	0.0
NNC(=O)Cn1cnc2ccccc21	-3	4	-2	-12	-2	-1	0	-2	2	-4.0
CC(=O)Nc1ccc(CN2CCCC(C(=O)c3cccc(C(F)(F)F)c3)C2)cc1 (configuration not stated)	6	-7	-4	-3	8	1	-2	0	-9	-1.3
Cc1ccc(S(=O)(=O)N2CCCCC2)cc1NC(=O)CCNC(=O)c1ccccc1Cl	4	-3	1	3	-4	0	-3	1	4	-1.6
COCCCNC(=O)CN1C(=O)COc2ccc(S(=O)(=O)N3CCCCCC3)cc21	-5	-8	8	-26	-8	9	7	-1	-2	-0.6
O=c1oc2cc(O)ccc2cc1-c1ccccc1	-15	-6	-4	-7	0	-9	2	-2	3	0.9
COc1nn(-c2nc(-c3ccccc3)cc(C(F)(F)F)n2)cc1[N+](=O)[O-]	4	-39	-2	8	4	-2	1	-2	0	-1.0
O=C(Nc1ccc(S(=O)(=O)N2CCCCC2)cc1)C1CC(=O)N(Cc2ccccc2)C1 (configuration not stated)	5	25	-2	0	-5	1	1	2	3	-0.4
O=C(COC(=O)c1cccnc1)Nc1ccccc1	-1	-3	7	-1	0	4	2	1	-2	1.9
Cc1ccc2c(c1)C1CC(C)(O2)N(c2cccc(C(=O)NCc3ccccn3)c2)C(=O)N1 (configuration not stated)	1	-13	1	-1	3	-2	0	5	-7	-1.9

No new results follow: three of the compounds above.
SMILES	NR1D1 modulator	ABHD4 inh	UHRF1 binding	HTRA1 inhibitor	TCR-CD3 inh	MBD2 inh	PRMT1 FP inh	LEDGF integ inh	rCAG binder	PG9 Ab binder
O=C(Nc1ccc(S(=O)(=O)N2CCCCC2)cc1)C1CC(=O)N(Cc2ccccc2)C1 (configuration not stated)	5	25	-2	0	-5	1	1	2	3	-0.4
O=C(COC(=O)c1cccnc1)Nc1ccccc1	-1	-3	7	-1	0	4	2	1	-2	1.9
Cc1ccc2c(c1)C1CC(C)(O2)N(c2cccc(C(=O)NCc3ccccn3)c2)C(=O)N1 (configuration not stated)	1	-13	1	-1	3	-2	0	5	-7	-1.9

In another format: results already given
Order of values: NR1D1 modulator	ABHD4 inh	UHRF1 binding	HTRA1 inhibitor	TCR-CD3 inh	MBD2 inh	PRMT1 FP inh	LEDGF integ inh	rCAG binder	PG9 Ab binder
O=C(/C=C/[C@H]1O[C@@H](n2ccc(=O)[nH]c2=O)[C@H](O)[C@@H]1O)NC(c1ccccc1)c1ccccc1
  0	-4	-3	.	1	-3	-2	-1	3	0.7
c1ccc2c(c1)CN1C(=N2)COc2ccccc2C1c1nc2ccccc2[nH]1 (configuration not stated)
  -2	0	-1	.	1	0	-2	0	10	-1.4
C=CCN(C(=O)OC(C)(C)C)S(=O)(=O)NCc1ccccc1
  -3	3	1	-2	4	-1	0	2	-2	-1.8
O=C(CCn1c(=O)oc2ccccc21)Nc1cccc(Cl)c1
  4	7	-2	-6	5	-3	-2	4	0	0.0
NNC(=O)Cn1cnc2ccccc21
  -3	4	-2	-12	-2	-1	0	-2	2	-4.0
CC(=O)Nc1ccc(CN2CCCC(C(=O)c3cccc(C(F)(F)F)c3)C2)cc1 (configuration not stated)
  6	-7	-4	-3	8	1	-2	0	-9	-1.3
Cc1ccc(S(=O)(=O)N2CCCCC2)cc1NC(=O)CCNC(=O)c1ccccc1Cl
  4	-3	1	3	-4	0	-3	1	4	-1.6

Next part:
SMILES	NR1D1 modulator	ABHD4 inh	UHRF1 binding	HTRA1 inhibitor	TCR-CD3 inh	MBD2 inh	PRMT1 FP inh	LEDGF integ inh	rCAG binder	PG9 Ab binder
CCN(CC)S(=O)(=O)c1ccc(Nc2ccc(-c3ccc4c(c3)OCCO4)nn2)cc1	-3	-6	1	-23	2	-2	0	-1	9	-1.4
COc1cccc2sc(N(CCCN(C)C)C(=O)c3sc4ccccc4c3Cl)nc12	6	0	4	8	5	2	0	0	2	0.1
c1ccc(Cc2nnc3sc(-c4ccc5c(c4)OCCO5)nn23)cc1	0	-2	-5	-30	-5	-1	4	-1	12	-3.1
NS(=O)(=O)c1ccc(NC(=O)CCC(=O)c2cccs2)cc1	-1	-1	-1	4	4	-3	-4	2	5	-1.0
CN(CCC#N)c1ccc(C=C(C#N)c2ccc(Br)cc2)cc1	-1	-5	0	-14	-10	2	-7	1	7	-2.6
CCn1c2ccccc2c2cc(N=C3SC(CC(=O)Nc4ccccc4OC)C(=O)N3C)ccc21 (configuration not stated)	-3	-4	0	7	-4	-6	-2	4	5	-2.0
CCOCCCNC(=S)N(Cc1ccccc1)Cc1nc2ccccc2c(=O)[nH]1	-7	-6	6	2	-11	1	15	6	-2	-2.6
CCOc1cc(C(=O)N/N=C/C2CC=CCC2)cc(OCC)c1OCC (configuration not stated)	5	-6	1	-5	-6	8	-2	-1	-3	-1.1
N#CCSc1n[nH]c2nc3c(c(=O)n12)C1(CCCCC1)Cc1ccccc1-3	5	5	1	0	-11	4	11	-3	23	1.1
COC(=O)[C@]1(C)N[C@H](c2ccc(-c3cccc(Cl)c3)cc2)[C@@H]2C(=O)N(C)C(=O)[C@@H]21	7	9	6	1	-2	-1	5	0	3	0.0
CCCCOC(=O)Cn1c(-c2ccccc2)nc2ccccc2c1=O	1	-3	-1	-17	8	-1	1	-1	-1	-2.1
CC1CCN(C(=O)CSc2nnc(-c3cccnc3)n2C2CCCCC2)CC1	2	3	0	6	7	0	-3	-5	-13	1.3
Cc1ccccc1C(=O)Nc1nnc(SCC(=O)NCc2ccco2)s1	-4	1	2	-5	1	-1	1	-3	0	-1.2
O=C(Cn1nc(-c2ccccc2)c2ccccc2c1=O)NCC1CCCO1 (configuration not stated)	-3	4	-2	2	-3	0	-1	-1	-7	-0.9
COc1ccc(NC(=O)C(=O)NCCN2CCN(C(=O)c3ccco3)CC2)cc1	-2	-12	4	3	0	6	4	1	0	-0.6
O=C(N/N=C/c1ccc(Cl)c(Cl)c1)c1ccc2nc[nH]c2c1	-1	-14	3	-21	2	8	-4	1	5	-3.5
Oc1c(C(c2ccco2)N2CCOCC2)sc2ncnn12 (configuration not stated)	-1	3	-3	1	1	-2	17	8	8	-0.2
Oc1cc(Cc2ccccc2)cnc1CN1CCCCC1	-2	6	-1	4	2	3	-1	-1	-4	-0.4
Cc1nnc(SC(C)C(=O)Nc2sc3c(c2C#N)CCCC3)[nH]c1=O (configuration not stated)	-1	-4	-2	5	4	5	3	-2	11	-0.3
Cc1ccc(C)c(NC(=O)C(Sc2nc3ccccc3c(=O)n2CC(C)C)c2ccccc2)c1 (configuration not stated)	-4	5	-1	-7	0	-2	-2	0	2	-1.5
COc1cccc(NC(=O)CN(C)C(=O)c2cc3c(s2)CCC(C)C3)c1 (configuration not stated)	3	-5	5	-22	-8	5	1	-2	4	1.2
CCOc1ccc(-n2c(SCC(=O)Nc3ccc(Oc4ccccc4)cc3)nnc2-c2ccncc2)cc1	2	-1	0	.	.	-2	3	-2	13	.
CN(C)c1ccc(NC(=O)Nc2cccc3ccccc23)cc1	6	17	0	2	-1	2	4	0	4	-5.4
O=C(c1ccc2c(=O)n3c(nc2c1)CCCCC3)N1CCCCC1	1	3	1	1	1	-2	1	2	-5	-1.7
S=C1NCN(Cc2cccnc2)CN1	-5	2	6	.	-2	3	1	-1	-4	2.7
Cc1cccc(-c2c3c(=O)n(C)c(=O)n(C)c3cn2-c2ccc(O)cc2)c1	-3	-7	17	3	0	8	-2	-2	-2	0.4
C=CCNC(=S)Nc1cc(Cl)ccc1OC	5	-2	-2	3	8	-4	-1	-2	0	-0.2
Cc1ccc(OCc2cccc(S(=O)(=O)N(C)C)c2)c([N+](=O)[O-])n1	4	-2	4	18	3	5	3	-2	1	-1.6
O=C(NCc1cccnc1)C(=O)NCC1OCCCN1S(=O)(=O)c1cc(F)ccc1F (configuration not stated)	-5	0	-1	-2	3	-5	-6	4	5	-2.3
COc1ccc(NC(=O)CN(C)C(=O)c2ccc(NS(=O)(=O)c3cccc([N+](=O)[O-])c3)cc2)cc1	-4	3	-1	-4	-8	-1	1	-3	17	0.1
COc1cc(OC)nc(NC2OC(=O)c3ccccc32)n1 (configuration not stated)	8	6	0	2	-7	0	-1	-2	1	0.9
COc1ccc(N2C(=O)CC(C#N)=C2N)cc1	0	6	-4	-2	8	2	9	3	4	-2.3
O=C(O)C12CC3CC(C1)CC(n1cnc(Cl)n1)(C3)C2	4	2	3	-5	0	0	-1	0	1	-0.1
COc1ccccc1Cc1c(C2CCCCC2)nc2ccc(Br)cn12	5	1	19	.	0	3	2	0	8	-0.3

An excerpt; count on the stated rates, not on these rows.
